Screening results deposited in PubChem BioAssay by Emory University Molecular Libraries Screening Center.
14-3-3 PPI: alters human 14-3-3 gamma binding to Raf peptide; P61981; FP, 14-3-3gamma / TMR-pS259-Raf peptide binding; inhibition, % at 40 µM; actives 0.19% (n = 160,000); AID 422; in the data active = inhibition above about 30%;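 also: 0% = protein plus tracer without compound and 100% = blank with tracer alone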
Target sequence (P61981 whole entry, looked up): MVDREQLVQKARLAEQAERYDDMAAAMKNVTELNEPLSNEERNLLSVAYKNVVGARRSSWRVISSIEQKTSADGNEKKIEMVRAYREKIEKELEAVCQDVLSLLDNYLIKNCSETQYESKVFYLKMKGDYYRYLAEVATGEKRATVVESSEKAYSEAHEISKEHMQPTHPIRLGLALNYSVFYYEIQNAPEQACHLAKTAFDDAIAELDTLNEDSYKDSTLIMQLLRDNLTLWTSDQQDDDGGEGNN
An asterisk follows results filed as active; & = joins results of further samples. Some of the compounds tested (hit frequency here may not be typical).

Sample of the layout, seven compounds:
14-3-3 PPI	canonical_smiles
-1	CC(=O)N1c2ccccc2NC2=C(C(=O)CC(c3cccc(Br)c3)C2)C1c1ccc(C)cc1 (stereo not given)
-12	COc1ccc(NC(=O)c2cc(-c3ccccc3OC)on2)cc1OC
-24	c1ccc(CN2CCC(NCCc3c[nH]c4ccccc34)CC2)cc1
-19	CCN1CCCC1CNC(=O)Cn1cnc2sc(C)c(S(=O)(=O)N3CC(C)CC(C)C3)c2c1=O (stereo not given)
-16	Cc1oc2ccccc2c1-c1cn2c(n1)SCC2
-13	Cc1ccc(Cl)cc1NC(=O)c1cc2c(=O)n3cccc(C)c3nc2s1
-8	COc1ccc(NC(=O)c2ccncc2)cc1

Results (from the top)
14-3-3 PPI	canonical_smiles
-1	CC(=O)N1c2ccccc2NC2=C(C(=O)CC(c3cccc(Br)c3)C2)C1c1ccc(C)cc1 (stereo not given)
-12	COc1ccc(NC(=O)c2cc(-c3ccccc3OC)on2)cc1OC
-24	c1ccc(CN2CCC(NCCc3c[nH]c4ccccc34)CC2)cc1
-19	CCN1CCCC1CNC(=O)Cn1cnc2sc(C)c(S(=O)(=O)N3CC(C)CC(C)C3)c2c1=O (stereo not given)
-16	Cc1oc2ccccc2c1-c1cn2c(n1)SCC2
-13	Cc1ccc(Cl)cc1NC(=O)c1cc2c(=O)n3cccc(C)c3nc2s1
-8	COc1ccc(NC(=O)c2ccncc2)cc1
1	O=c1[nH]c2ccccc2nc1Cc1ccc(F)cc1
-17	COc1ccccc1C(OC(=O)c1cccs1)C(=O)NCc1ccco1 (stereo not given)
-8	CC1CCCN(C(=O)c2cc3c(=O)n4ccccc4nc3s2)C1 (stereo not given)
2	CCn1c(C(=O)N2CCC(C(=O)N3CCN(c4ccccn4)CC3)CC2)cc2sccc21
8	CC(=O)N1CCc2cc(S(=O)(=O)CCC(=O)Nc3ccc(Br)cc3)ccc21
2	Cc1nc(NS(=O)(=O)c2ccccc2)sc1NC(=O)OC(C)C
-5	COC(=O)c1ccccc1NC(=O)c1c(O)c2cccc3c2n(c1=O)CC3
-1	Cc1ccc(C(=O)Nc2ccccc2)cc1S(=O)(=O)Nc1ccc(Cl)cn1
-18	CCOc1ccc(-n2nc3ccc(NC(=O)COc4cc(C)c(Cl)c(C)c4)cc3n2)cc1
-7	Cc1ccc(NC(=O)c2sc3cc(Cl)ccc3c2Cl)cc1C
7	O=C(OCC(=O)N1CCN(C(=O)c2ccco2)CC1)c1cc(-c2ccccc2)nc2ccccc12
0	Cc1ccnc(N2CCC(C(=O)Nc3cccc(C(F)(F)F)c3)CC2)n1
-3	c1ccc(Cc2nn3c(Cn4nnc5ccccc54)nnc3s2)cc1
-15	CCCCN(Cc1cc2cc(OC)ccc2[nH]c1=O)C(=O)COc1ccccc1
-7	O=C(Oc1ccc(-c2cnc3ccccc3n2)cc1)c1ccc(Br)cc1
5	O=C(Nc1cccc(S(=O)(=O)C(F)F)c1)c1ccc(Cl)c(S(=O)(=O)N2CCOCC2)c1
-97	COc1ccc(C2Nc3ccc(Br)cc3-c3nnc(SC)nc3O2)c(OC)c1 (stereo not given)
-10	COc1ccc(Cc2c(Cl)ncnc2Cl)cc1
-14	CCc1ccc(-c2nc(CN3CCC(C(=O)NCc4ccco4)CC3)c(C)o2)cc1
-7	CCn1c2ccccc2c2cc(NC(=O)CSc3nnc(-c4ccccc4OC)n3N)ccc21
22	O=C(O)C1C2C=CC(C2)C1C(=O)N1CC=C(c2ccccc2)CC1 (stereo not given)
2	Cc1cccc(Cn2c(N(C)Cc3ccccc3)nc3c2c(=O)n(C)c(=O)n3C)c1
3	Cc1cc(Cl)nc(Cl)c1C(=O)NC(=O)Nc1ccc(F)cc1
6	COc1cc2ccccc2cc1C(=O)Nc1nc2c(s1)CCc1ccccc1-2
-2	O=C(Nc1ccc(OC(F)F)c(Cl)c1)Nc1ccc2c(c1)OCO2
-12	COc1ccc(-c2csc(NC(=O)c3ccc(S(=O)(=O)N4CCCCC4)cc3)n2)cc1OC
0	CC1(C)CC(=O)C2=C(C1)Nc1nc(SCCN3CCOCC3)[nH]c(=O)c1C2c1cccs1 (stereo not given)
-3	CC(=O)NC(Cc1ccccc1C)C(=O)NC1CCN(c2c3c(nc4ncnn24)CCC3)CC1 (stereo not given)
-4	CCc1ccc(NC(=O)c2cc3cccc(OC)c3oc2=O)cc1
0	CC(C)c1ccc(C2CC(=O)N3CN(C)CSC3=C2C#N)cc1 (stereo not given)
0	COc1ccc(S(=O)(=O)n2cnc3cc(C)c(C)cc32)cc1C
0	Cc1cc2oc(=O)cc(CN3CCCCC3C)c2c(C)c1Cl (stereo not given)
-5	CC1Cc2ccccc2N1C(=O)COc1cccc(Oc2ccccc2)c1 (stereo not given)
-11	Cc1ccc2nc3c(cc(C#N)c(=O)n3CC3CCCO3)c(=O)n2c1 (stereo not given)
3	COc1ccccc1OCc1nnc(SCC(=O)Nc2ccc(C)cc2)n1C
12	CC(NC(=O)c1nn2c(c1Cl)NC(c1cccs1)CC2C(F)(F)F)c1ccccc1 (stereo not given)
-5	O=C(NCC1CCCO1)c1cc(=O)[nH]c2ccc(S(=O)(=O)N3CCCC3)cc12 (stereo not given)
0	O=C(CSc1ncnc2ccccc12)N1CCN(c2ccccc2)CC1
-1&-6	COc1ccc(NC(=O)c2cc3cc(OC)ccc3oc2=N)cc1
-10	O=C(Nc1c2c(nn1-c1ccc(F)cc1)CS(=O)C2)C1CCCCC1 (stereo not given)
1	Cc1ccc(-c2csc3ncn(Cc4cccc(Br)c4)c(=O)c23)cc1
1	CCOC(=O)N1CCN(C(=O)C2CCN(S(=O)(=O)N(CC)CC)CC2)CC1
-1	CCOC(=O)N1CCC(c2cc(=O)n3[nH]cc(C(=O)OC)c3n2)CC1
13	CN1C(=O)c2ccccc2C(C(=O)Nc2ccccn2)C1c1c[nH]c2ccccc12 (stereo not given)
-7	COc1ccccc1S(=O)(=O)Cc1ccc(C(=O)NCc2ccc3c(c2)OCO3)o1
0&-4	COC(=O)c1nnn(CC(=O)Nc2cccc(OC)c2)c1C(=O)OC
0	O=C(CSc1nnc(-c2ccc(O)cc2)o1)N1CCOCC1
-30	Cc1ccc(C(=O)Nc2ccccc2C(=O)O)cc1S(=O)(=O)Nc1ccc(I)cc1
-7	O=[N+]([O-])c1ccccc1C=CC=Nc1ccc2oc(-c3ccc(Br)cc3)nc2c1
-6&-7	O=C(O)c1[nH]c2ccc(Cl)cc2c1CC(=O)N1CCN(C(=O)c2ccco2)CC1
-20	COc1ccc(N(C)C(=O)Cn2c(=O)oc3cc(Cl)ccc32)cc1
-3&3	CC1CCN(CCCNC(=O)C2CCC(=O)N2C2CCCC2)CC1 (stereo not given)
-1	Nc1ccc2c(c1)C(=O)N(CC1CCCO1)C2=O (stereo not given)

(cont.)
14-3-3 PPI	canonical_smiles
-10	COc1ccc(C2CC(C(F)(F)F)n3nc(C(=O)Nc4ccccc4Cl)cc3N2)cc1 (stereo not given)
-1	COc1ccc(C2CC(=O)C3=C(C2)NC(C)=C(C(=O)OCC(C)C)C3c2ccc(N(C)C)cc2)cc1 (stereo not given)
5	Fc1ccc(-c2csc3ncnc(NCCN4CCOCC4)c23)cc1
-41	CC1CC(Nc2ncnc3c2c(-c2ccccc2)cn3-c2ccc(F)cc2)CC(C)(C)C1 (stereo not given)
-5	COc1cc(NC(=O)Cc2ccccc2)nc(OC)n1
-11	O=C(NCCCN1CCOCC1)c1ccc2c(=O)n(Cc3ccc4c(c3)OCO4)c(=O)[nH]c2c1
-1	CCOC(=O)N1CCC(NC(=O)c2sc3nc4n(c(=O)c3c2C)CCCC4)CC1
-9	CCOc1ccc2nc(NC(=O)CN3CCN(c4ccccn4)CC3)sc2c1
-5	COCCNC(=O)c1cc2cc3ccc(Cl)cc3nc2o1
-3	O=C1CC2CS(=O)(=O)CC2N1C1CCCCC1 (stereo not given)
-7	CCOC(=O)c1ccc(NC(=O)C2CCN(S(=O)(=O)c3ccccc3)CC2)cc1
-6	O=C(O)C1CC(=O)N(c2ccc(F)c(F)c2)C1 (stereo not given)
-1	Cc1noc(C)c1CSc1nc2sc(C)c(C)c2c(=O)n1C1CCCC1
1	Nc1cc(=O)[nH]c(SCc2nc(-c3ccccc3)no2)n1
2	CN(C)CCCNC(CC(=O)Nc1ccc(Cl)cc1)C(=O)O (stereo not given)
2	O=C(O)CSc1nnnn1C1CCCCC1
-21&-12	Cn1c(=O)oc2cc(S(=O)(=O)Nc3ccc4c(c3)OCO4)ccc21
0	CCOC(=O)c1[nH]c2ccc(Cl)cc2c1CCCN1C(=O)c2ccccc2C1=O
1	CC(=O)NC1=NN(C(C)=O)C(C)(c2ccc3ccccc3c2)S1 (stereo not given)
-87	CCOC(=O)c1ccc(N2C(=O)c3ccccc3C2=O)cc1

In the list so far, two have a cyano group:
14-3-3 PPI	canonical_smiles
0	CC(C)c1ccc(C2CC(=O)N3CN(C)CSC3=C2C#N)cc1 (stereo not given)
-11	Cc1ccc2nc3c(cc(C#N)c(=O)n3CC3CCCO3)c(=O)n2c1 (stereo not given)

(list continues)
14-3-3 PPI	canonical_smiles
-53	C=CCn1c(=N)c(C(=O)NCc2ccccc2)cc2c(=O)n3ccccc3nc21
-4	CN(C)S(=O)(=O)c1ccc(C(=O)Nc2ccccn2)cc1
-3	Cc1ccc2c(c1)N(CCC(=O)NCCCOC(C)C)C(=O)CO2
7	O=C(NCc1ccc2c(c1)OCO2)c1ccc(Cn2c(=S)[nH]c3cc4c(cc3c2=O)OCO4)cc1
-20	CCCCN(CC)C(=O)Cn1cnc2sc(C)c(S(=O)(=O)N3CCC(C)CC3)c2c1=O
-8	COC(=O)C1C(=O)C2=C(CC1C)NC(C)=C(C(=O)OCCOc1ccccc1)C2c1ccccc1C (stereo not given)
2	CC(C)CCOC(=O)c1ccc(NC(=O)C(C)N2C(=O)c3ccccc3C2=O)cc1 (stereo not given)
-5	Cc1ccc(C(C)C)cc1OCC(=O)O
-5	O=C(NCc1cccnc1)NC1(C(F)(F)F)Oc2ccc(Cl)cc2O1 (stereo not given)
3	Clc1cccc(C2CC(c3ccc(I)cc3)Nc3ncnn32)c1 (stereo not given)
-4	Cc1ccc2nc(-c3cccc(N=Cc4cccc([N+](=O)[O-])c4O)c3)oc2c1
-20	Clc1ccc(-c2nc(C=Nc3ccccc3)c3ccccn23)cc1
-3	COc1ccccc1C1NC(=O)C(=O)/C1=C(/O)c1ccc(Br)cc1 (stereo not given)
3	CC1(C)Cc2c(ccc3ccccc23)CN1C(=O)c1ccccc1
-7	CCCSc1ncnc2c1sc1nc3c(cc12)COC(C)(C)C3
-7	O=C(CCS(=O)(=O)Cc1ccccc1)NCC1CCCO1 (stereo not given)
-3	N#Cc1ccc(Oc2ccc(C(=O)O)cc2)cc1
-9	N#Cc1c(NC(=O)c2cc(-c3ccc(Br)cc3)on2)sc2c1CCCC2
1	Cc1cc(N)n(C2CCCCC2)n1
2	C=CCN(CC=C)S(=O)(=O)c1ccc(C(=O)N2CCc3ccccc32)cc1

Structures from the list above containing a nitro group on carbon:
14-3-3 PPI	canonical_smiles
-7	O=[N+]([O-])c1ccccc1C=CC=Nc1ccc2oc(-c3ccc(Br)cc3)nc2c1
-4	Cc1ccc2nc(-c3cccc(N=Cc4cccc([N+](=O)[O-])c4O)c3)oc2c1

Other results:
14-3-3 PPI	canonical_smiles
-3	COCC(=O)Oc1c(Sc2ccc(C)cc2)c(C)nn1C(C)(C)C
-15	CCCCCCc1c(O)c2ccccc2[nH]c1=O
-38	COC(=O)c1c(NC(=O)CCCOc2ccc(Cl)cc2)sc2c1CCC2
-5	CCC1CCCCN1C(=O)CSc1nc2c(c(=O)n1-c1ccc(F)cc1)SCC2 (stereo not given)
3	COc1cccc(-n2ccnc2SCC(=O)NCc2ccccc2)c1
8	O=C(c1cc([N+](=O)[O-])ccc1N1CCc2ccccc2C1)N1CCOCC1
-5	O=C(C(Sc1ccccc1)c1ccccc1)N1CCCCCC1 (stereo not given)
-13	O=C1C2C3C=C(Cl)C(c4ccccc43)C2C(=O)N1Cc1ccccc1 (stereo not given)
-3	CCCn1nnc(NC(=O)c2cc(Br)cc(Br)c2OC)n1
-8&2	CCC(=O)Nc1cc2nn(-c3ccc(OC)cc3)nc2cc1C
1	COc1ccc2oc(=Nc3ccc(C)cc3)c(C(=O)NC(C)=O)cc2c1
-8	C=CCNc1nnc(C)c2ccccc12
-6	C=CCSc1nnc2c(n1)OC(c1sccc1C)Nc1ccccc1-2 (stereo not given)
-8	CC(O)CN1C(=O)C(=O)/C(=C(/O)c2ccc(Cl)cc2)C1c1ccc(N(C)C)cc1 (stereo not given)
-14	CCOc1ccccc1OCC(=O)NCc1ccco1
-4	NC(=O)CCN(CCC(N)=O)S(=O)(=O)c1ccc(N)cc1
-20	CCOC(=O)c1cnc2ccc(OC)cc2c1NCCCN1CCOCC1
5	O=C(Nc1ccccc1C(F)(F)F)C1CCN(S(=O)(=O)c2ccccc2)CC1
-3	Cn1c(SCC(=O)O)nc2ccccc2c1=O
-35	CCCCNC(=O)c1ccc2c(c1)ncn2-c1cc(OC)c(OC)c(OC)c1
1	O=C(NCCc1c[nH]c2ccccc12)c1cc2c(ccc3ccccc32)oc1=O
-15	CCC(=O)N1CCc2cc(S(=O)(=O)CCC(=O)Nc3ccc(Br)c(C)c3)ccc21
-5	CC(CCc1ccccc1)NC(=O)CN1CCN(Cc2ccccc2)C1=O (stereo not given)
-3	CC(=O)Nc1c(C(N)=O)oc2ccc(Cl)cc12
2	CCOC(=O)Cc1nc2nc(C)c(Br)c(=O)n2[nH]1
-6	O=C(COc1ccc(N2C(=O)C3CCCCC3C2=O)cc1)c1ccc(Br)cc1 (stereo not given)
4	COc1ccccc1CNC(=O)c1cc(=O)[nH]c2ccc(S(=O)(=O)N3CCCC(C)C3)cc12 (stereo not given)
3	CC(=O)Oc1cc2c(C(C)=O)coc2c2ccccc12
5	Cc1cc2ccccc2n1CCNC(=O)c1cccc2ccccc12
